LEDGF integ inh: blocks HIV-1 LEDGF/p75-dependent DNA integration. AID 743269. TR-FRET IN-LEDGF/p75 DNA integration, Eu/Cy5. actives 0.64% (n = 370,000). inhibition, % at 3.7 µM;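 active means inhibition above the screen-wide mean plus 3 SD, cut at about 13% in these data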;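 further: signal is the Cy5 over europium emission ratio at 671 and 618 nm; 0% = plate median of compound wells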
rCAG binder: molecules binding r(CAG) RNA repeats. r(CAG) RNA repeat, TO-PRO-1 dye displacement fluorescence. inhibition, % at 3 µM. actives 1.3% (n = 370,000). AID 651821;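 active means inhibition above the plate cutoff, the mean of all test compounds on that plate plus 3 SD, cut at about 35% in these data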;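 further: 0% = DMSO alone and 100% = 100 µM mitoxantrone as full dye displacement; higher means more dye released from RNA so lower well fluorescence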
PG9 binder: PG9 antibody binding by small molecule. actives 0.43% (n = 360,000). inhibition, % at 6.7 µM. TR-FRET gp120-PG9 antibody binding; in the data active means inhibition above about 8.5%
ABHD4 inh: inhibits mouse alpha/beta hydrolase domain 4; Q8VD66; inhibition, % at 8.92 µM; actives 0.54% (n = 370,000); purified mABHD4, FP-Rh probe fluorescence polarization;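 active means inhibition exceeding the mean over every tested compound plus 3 SD, cut at about 30% in these data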;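 further: 0% = plate median of compound wells and 100% = S159A mutant with DMSO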
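Test system: mABHD4 protein | Buffer or medium: HEPES pH 7.0 buffer, 150 mM NaCl, 0.01% Pluronic F-127 | Probe or stimulus: FP-Rh fluorescent activity-based probe, added after compound pre-incubation | Timing: Pre-incubation 45 min, probe exposure 60 min, at 25 °C | Technique: Fluorescence polarization, excitation 525 nm, emission 598 nm, BODIPY TMR filters | Repeats: Single well per compound (singlicate)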
HTRA1 inhibitor: HTRA1 (human) protease inhibition. Q92743. recombinant HTRA1, FP-rhodamine activity-based probe, fluorescence polarization. inhibition, % at 5.96 µM. actives 0.5% (n = 340,000). AID 504803; in the data active means inhibition above about 36%;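 further: 0% = enzyme with DMSO and 100% = wells lacking enzyme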
PRMT1 inh: inhibitors of human PRMT1. Q99873. inhibition, % at 2.79 µM. recombinant PRMT1, activity-based probe fluorescence polarization. actives 1.3% (n = 370,000);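 active means inhibition above about 21% made by adding two undisclosed values, limit read from the data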
MBD2 DNA inh: blocks human MBD2 binding to methylated DNA | inhibition, % at 4.4 µM | actives 0.31% (n = 370,000) | Q9UBB5 | TR-FRET, MBD2 binding to methylated oligonucleotide; in the data active means inhibition above about 13%
Target sequence (Q9UBB5 whole entry, looked up): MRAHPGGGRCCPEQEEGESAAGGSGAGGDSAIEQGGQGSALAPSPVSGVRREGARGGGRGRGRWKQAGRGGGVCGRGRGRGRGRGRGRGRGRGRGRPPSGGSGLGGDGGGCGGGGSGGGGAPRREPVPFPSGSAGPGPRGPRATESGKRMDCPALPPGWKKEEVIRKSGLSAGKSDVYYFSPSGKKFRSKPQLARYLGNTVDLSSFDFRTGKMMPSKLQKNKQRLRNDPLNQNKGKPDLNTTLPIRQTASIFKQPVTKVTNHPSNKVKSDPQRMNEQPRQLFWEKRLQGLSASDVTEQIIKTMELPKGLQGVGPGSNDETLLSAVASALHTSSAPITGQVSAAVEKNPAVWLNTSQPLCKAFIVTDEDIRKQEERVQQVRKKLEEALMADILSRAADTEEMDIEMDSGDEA
Rev-erbA mod: modulates human Rev-erb alpha binding to DNA; P20393; Rev-erbα–FITC-DNA binding, fluorescence polarization, 90 min; activity, % at 10 µM; actives 0.79% (n = 370,000); AID 1259318;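 active means activity above about 14%, limit read from the data; passing the limit was not always enough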;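 further: 0% = DMSO wells with 35 nM protein and 100% = DMSO wells with 750 nM protein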
Target sequence (P20393 whole entry, looked up): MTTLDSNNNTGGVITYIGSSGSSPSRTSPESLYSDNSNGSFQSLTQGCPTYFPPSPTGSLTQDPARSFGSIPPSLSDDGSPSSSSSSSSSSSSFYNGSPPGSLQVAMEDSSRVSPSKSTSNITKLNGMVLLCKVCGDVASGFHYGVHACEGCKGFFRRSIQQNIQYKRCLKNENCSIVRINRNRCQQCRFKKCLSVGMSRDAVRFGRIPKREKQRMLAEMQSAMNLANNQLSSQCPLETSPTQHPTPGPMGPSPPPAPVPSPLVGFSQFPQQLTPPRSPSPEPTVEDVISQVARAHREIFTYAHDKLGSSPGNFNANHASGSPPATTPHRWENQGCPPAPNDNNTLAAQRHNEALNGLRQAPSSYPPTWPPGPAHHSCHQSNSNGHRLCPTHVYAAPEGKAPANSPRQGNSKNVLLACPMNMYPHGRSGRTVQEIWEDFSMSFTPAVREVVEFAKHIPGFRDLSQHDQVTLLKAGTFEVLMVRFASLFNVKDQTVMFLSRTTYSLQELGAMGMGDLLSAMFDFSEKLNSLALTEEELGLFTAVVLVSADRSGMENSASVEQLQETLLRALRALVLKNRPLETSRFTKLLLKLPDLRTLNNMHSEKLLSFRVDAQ
UHRF1 MBD2 ctr: blocks human UHRF1 binding to methylated DNA; Q96T88; UHRF1 binding to methylated oligo, TR-FRET; inhibition, % at 4.4 µM; actives 0.75% (n = 370,000); AID 687016; in the data active means inhibition above about 21%;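 further: UHRF1 SRA domain binding a hemimethylated CpG hairpin DNA probe; 0% = median of test compound wells and 100% = reference inhibitor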
TCR-CD3 inh: human TCR-CD3 binding inhibition; TAMRA-labeled TCR probe fluorescence, biochemical; inhibition, % at 9.4 µM; actives 0.37% (n = 360,000); AID 651800; in the data active means inhibition above about 19%;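 further: recombinant mutant TCR 2C K166C tagged with TAMRA read by polarization; 0% = receptor in buffer alone and 100% = receptor with positive control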
An asterisk follows results filed as active; · = not tested or not shown. An excerpt; the hit share may differ from the screen's.

Compound	ABHD4 inh	HTRA1 inhibitor	rCAG binder	PRMT1 inh	UHRF1 MBD2 ctr	PG9 binder	Rev-erbA mod	LEDGF integ inh	TCR-CD3 inh	MBD2 DNA inh
CCOc1ccc(NC(=O)c2cccc(-n3cccc3)c2)cc1S(=O)(=O)N1CCOCC1	-11.9	-22.5	30.6	2.2	53.8*	-0.2	-36.3	6.5	13.5	31.1*
COc1ccc(-c2cnc3c(NC=O)cc(-c4ccoc4)cn23)cc1OC	15.2	·	16.2	5.6	-6.3	-1.2	3.9	27.8*	1.9	-6.1
Cc1nc2c(-c3ccccc3)c(C)nn2c(C)c1CCC(=O)N1CCOCC1	1.4	-5.6	-5.5	-1.1	-1.9	-0.6	-6.5	2.8	-1.1	3.4
CC(C)Cn1c(N)c(C(=O)COC(=O)c2cc(C(F)(F)F)nc3ccccc23)c(=O)n(C)c1=O	-0.2	·	8.7	1.2	-1.4	-0.6	9.0	-1.9	-0.4	-5.9
C=CCNC(=S)N/N=C/c1ccc(C)c([N+](=O)[O-])c1	-4.3	-2.2	1.1	2.1	5.1	-2.6	1.3	-1.3	-2.9	1.8
O=C(N/N=C\c1ccc(OC(=O)c2cccs2)cc1)c1ccc(Cl)cc1	5.8	4.8	-0.1	-2.0	-5.3	-1.3	-21.8	3.3	1.8	0.7
CN1[C@@H](CC(=O)c2ccccc2)CCC[C@H]1C[C@H](O)c1ccccc1	1.3	2.6	1.9	-2.7	1.2	-0.7	4.3	4.2	-5.2	2.8
CCN(CC)c1ccc(S(=O)(=O)N2CCOCC2)cc1NC(=O)CN1CCc2ccccc2C1	-7.4	-35.5	-1.6	-0.5	-0.9	-0.6	9.8	0.5	-2.5	-0.7
CCN(CC)S(=O)(=O)c1cccc(NC(=O)C2CC(=O)N(c3ccc4c(c3)OCCO4)C2)c1 (stereo unspecified)	-6.2	-4.4	5.9	4.8	1.2	0.7	-1.6	2.5	-5.9	6.3
Nc1nnc(CCCCCCCCCCc2nnc(N)s2)s1	0.2	-1.7	-4.5	2.4	-2.0	-0.2	-1.5	2.3	6.7	-3.6
CCN(CC)CCOC(=O)c1ccc(N/C=C(/C#N)c2nc(-c3ccc(OC)cc3)cs2)cc1	10.9	-52.0	13.8	3.4	-0.7	-1.7	0.3	3.0	-0.5	-6.6
O=C(CSC(=S)N1CCCCC1)Nc1nc(-c2ccccc2)c(-c2ccccc2)o1	3.4	-4.1	2.7	3.0	-2.3	1.0	0.2	-0.4	6.7	-5.7
CCOC(=O)c1cc(NC(=O)c2ccoc2C)cc(C(=O)OCC)c1	-9.1	-99.9	4.0	0.5	-0.9	0.5	-5.2	-4.2	3.2	-0.8
Cc1ccc(NC(=O)CN2C(=O)COc3ccc(S(=O)(=O)N4CCOCC4)cc32)cc1N(C)C	1.9	4.7	-1.3	2.7	4.0	-4.6	-2.9	-7.2	-6.1	0.9
CC(C)(C)SCCNS(=O)(=O)c1ccc(F)cc1	0.7	-0.5	-5.1	-1.9	24.1*	0.9	7.9	-1.5	2.1	0.8
S=C(NC1CCCCC1)N1CCOCC1	2.4	2.4	-1.2	-2.4	0.5	-1.9	-7.0	3.4	-3.7	-2.2
COc1ccc(CNC(=O)C2CCC(CNS(=O)(=O)c3cccc4nsnc34)CC2)cc1 (stereo unspecified)	0.8	-2.9	0.6	0.5	0.6	0.6	72.1*	5.0	4.0	-1.5
O=C(/C=C/c1cccs1)Nc1cccnc1	4.5	7.2	2.9	0.9	-4.3	0.2	-4.7	0.6	5.2	-3.2
CCOC(=O)N1CCN(c2cc3[nH]c(=S)[nH]c3cc2F)CC1	1.1	8.9	-0.5	1.3	9.2	0.0	-1.3	-0.5	6.2	2.6
CCn1nnnc1Oc1ccc(Cl)cc1	1.6	2.2	-2.3	-0.7	2.5	0.4	-1.6	-3.8	0.3	0.4

(next part)
Compound	ABHD4 inh	HTRA1 inhibitor	rCAG binder	PRMT1 inh	UHRF1 MBD2 ctr	PG9 binder	Rev-erbA mod	LEDGF integ inh	TCR-CD3 inh	MBD2 DNA inh
COc1ccc(S(=O)(=O)N2CCCCCC2)cc1	5.7	-2.7	-1.2	3.4	5.6	1.4	-1.9	0.7	-2.2	-2.7
O=C(NNC(=O)c1ccccc1-n1cccc1)c1cncc(Br)c1	-6.4	-0.4	2.4	-4.3	-0.7	-1.1	-0.1	1.1	-2.8	0.6
CC(=O)Nc1cccc(Oc2ccc3c(c2)C(=O)NC3=O)c1	0.6	-11.3	-3.8	-2.8	1.0	-0.3	0.6	1.4	4.2	-0.6
C/C(=N\Nc1cccc2cccnc12)c1ccc(N)cc1	16.4	19.8	3.8	4.6	-5.0	-3.2	-1.8	-2.4	2.8	-1.9
Cc1noc(C)c1COc1ccc(C(=O)OCC(=O)NC(=O)C2COc3ccccc3O2)cc1 (stereo unspecified)	-0.1	4.0	-0.8	1.2	2.1	-0.5	0.5	0.7	0.1	-2.5
C=CCN(CC=C)CCOc1ccccc1	4.1	5.9	-3.1	-5.7	-2.8	-3.0	3.3	3.4	2.8	-5.3
Oc1ccc(Cl)cc1CNCc1ccc(F)c(F)c1	5.3	-6.5	2.6	2.3	4.5	-1.5	2.9	-1.2	-6.4	1.2
COc1cccc(NC(=S)N(CCC(C)C)C(C)c2ccncc2)c1 (stereo unspecified)	-2.9	8.4	-2.6	2.1	0.1	1.8	4.1	-0.9	-2.4	2.6
CCCc1ncc(CN2CCCCC2C(=O)Nc2ccc(Oc3ccccc3)nc2)cn1 (stereo unspecified)	-2.3	-0.5	-3.4	-1.4	-4.4	0.0	-4.9	1.4	3.5	-2.8
Nc1ccn([C@@H]2O[C@H](C(=O)N[C@H](Cc3ccccc3)C(=O)N3CCN(CC(=O)N4CCCC4)CC3)[C@@H](O)[C@H]2O)c(=O)n1	0.8	·	-0.3	6.1	0.9	-2.7	3.5	1.1	-2.2	-0.1
Cc1cc(C)nc(SCC(=O)N(C)CC(=O)Nc2ccccc2Br)n1	3.9	1.6	-4.2	0.2	-2.2	0.0	3.9	-0.2	-0.5	3.6
CCc1nc(CN2CCCC(C(=O)Nc3ccc(-c4cccc(OC)c4)cc3)C2)c(C)[nH]1 (stereo unspecified)	3.1	-12.1	3.1	3.2	-0.7	-0.7	12.2	-0.1	0.2	-2.1
CC(C)(C)S(=O)N1Cc2cc(C(=O)O)nc(-c3cccc(-c4cc5ccccc5o4)c3)c2[C@H]1CCO (stereo partly specified)	12.2	·	38.8*	9.6	5.9	-1.8	-1.6	1.9	13.5	3.1
Nc1cc(=O)[nH]c(SCC(=O)Nc2cccnc2Cl)n1	-6.4	-4.6	2.5	3.3	-0.2	-1.7	1.1	1.1	-3.1	0.6
CCOc1ncccc1C(=O)Nc1ccc(Cl)cc1	-7.1	-5.3	-3.4	1.8	0.3	-1.9	-5.5	-1.7	-4.3	0.5
O=C(COC(=O)Cc1ccccc1[N+](=O)[O-])NCc1ccc(Cl)cc1	9.3	-2.2	-0.3	1.5	-0.8	-0.3	1.4	3.8	-0.6	8.2
N#CCCCn1c(O)c(N=NC(=O)C(O)c2ccccc2)c2ccccc21 (stereo unspecified)	-2.6	-4.4	-1.8	0.6	-3.2	-3.1	1.9	-6.0	-6.5	-1.7
NC(=O)c1cnn2c(C(F)(F)F)cc(-c3ccc(F)cc3)nc12	-2.0	4.2	-0.8	0.9	-5.5	-2.1	-1.2	1.7	5.5	-1.2
C=CCN(c1ccc(F)cc1)S(=O)(=O)c1cc(C(=O)NC2CCC(O)CC2)ccc1Cl (stereo unspecified)	-3.4	-2.2	-4.0	-1.6	0.2	-0.5	-6.7	1.6	-3.2	-5.8
O=C(COc1ccccc1)Nc1nonc1NC(=O)COc1ccccc1	1.4	-20.3	8.2	4.6	6.2	1.5	-3.1	-0.8	-4.4	3.6

Next entries follow:
Compound	ABHD4 inh	HTRA1 inhibitor	rCAG binder	PRMT1 inh	UHRF1 MBD2 ctr	PG9 binder	Rev-erbA mod	LEDGF integ inh	TCR-CD3 inh	MBD2 DNA inh
CCOC(=O)C1=C(C(=O)OCC)C2N(Cc3ccc(C#N)cc3)c3ccccc3[C@@]23C[C@@H](C(=O)OC)N(S(=O)(=O)c2ccccc2C)C3=N1 (stereo partly specified)	1.4	·	15.2	4.1	2.5	-0.7	3.7	-4.6	-1.9	-0.4
O=C(Nc1ccc(S(=O)(=O)Nc2nccs2)cc1)c1cnc(Cl)c(Cl)c1	-6.9	-11.8	34.4	-1.6	0.9	-1.0	-4.2	-3.0	1.8	-0.3
Cc1ccc(NCc2nnc(SCC(=O)N3CCCCC3)n2CC2CCCO2)c(C)c1 (stereo unspecified)	-0.2	10.4	-8.1	0.3	1.0	-1.9	-1.4	0.8	4.6	-2.0
O=c1c(Cc2ccc(Cl)cc2Cl)c(O)ccn1CCCN1CCOCC1	0.5	4.9	-1.8	-1.8	3.7	-0.9	·	3.0	-1.1	0.7
COC(=O)c1c(NC(=O)CSc2nnnn2-c2ccccc2)sc2c1CCCC2	-7.5	-35.0	9.2	2.6	0.7	-1.0	2.4	4.2	-2.0	-0.4
COc1cc2[nH]c3c(=O)n4c(nc3c2cc1OC)SCCC4	5.1	1.3	-3.2	-0.1	7.6	-4.1	-1.9	2.4	2.2	3.0
O=C(Nc1ccccc1N1CCCC1)c1ccc(Br)o1	-1.7	-6.4	4.0	0.3	-3.6	-1.0	-1.8	2.9	6.3	-5.7
CCOC(=O)/C=C/CN(C(=O)OC(C)(C)C)S(=O)(=O)N1CC=CC1	-0.5	6.5	-2.6	-1.8	0.0	-3.3	-1.6	2.3	-4.6	0.7
CN(CC(=O)Nc1cccc(S(=O)(=O)N2CCCC2)c1)Cc1ccccc1	0.4	-2.1	1.5	1.6	15.4	-1.5	2.6	3.1	0.7	8.9
O=C1c2ccccc2-c2cc(Br)ccc2NC1O (stereo unspecified)	0.3	-18.8	6.6	-6.7	0.6	-0.9	4.9	3.8	4.7	-2.4
COc1ccc(NC(=O)Nc2nnc([C@@H]3C[C@H](O)[C@@H](CO)O3)s2)cc1	2.2	·	3.8	-4.2	-1.4	-1.9	-2.4	-0.2	3.8	4.3
O=C(CCNC(=O)c1ccccc1Cl)Nc1nc2ccc(F)cc2s1	-5.8	-3.3	4.1	4.8	6.5	0.4	-2.3	-3.3	-8.5	3.1
Cn1c(SCC(=O)NCc2ccccc2)nc2ccccc21	-0.9	-0.5	0.3	6.6	6.9	0.7	-0.5	0.6	-11.3	8.4
O=C(NCCC1CCCCN1S(=O)(=O)c1ccccc1)C(=O)NCC1CCCO1 (stereo unspecified)	-0.5	-1.4	-3.7	-0.3	-2.1	0.0	-10.5	2.3	6.5	-6.8

3 compounds picked at random from the list so far:
Compound	ABHD4 inh	HTRA1 inhibitor	rCAG binder	PRMT1 inh	UHRF1 MBD2 ctr	PG9 binder	Rev-erbA mod	LEDGF integ inh	TCR-CD3 inh	MBD2 DNA inh
O=c1c(Cc2ccc(Cl)cc2Cl)c(O)ccn1CCCN1CCOCC1	0.5	4.9	-1.8	-1.8	3.7	-0.9	·	3.0	-1.1	0.7
CN(CC(=O)Nc1cccc(S(=O)(=O)N2CCCC2)c1)Cc1ccccc1	0.4	-2.1	1.5	1.6	15.4	-1.5	2.6	3.1	0.7	8.9
COc1cc2[nH]c3c(=O)n4c(nc3c2cc1OC)SCCC4	5.1	1.3	-3.2	-0.1	7.6	-4.1	-1.9	2.4	2.2	3.0

Assay outcomes (PubChem BioAssay)
